INS promoter inh – TRM-6 insulin promoter activity inhibition | inhibition, % at 2 µM | TRM-6 cells (human fetal islet line), insulin promoter-eGFP reporter, imaging; reporter expression induced with tamoxifen | 130,000 tested, 0.9% active;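 active means inhibition above the mean plus 3 SD, with well images judged a real hit on visual review, cut at about 60% in these data, passing the limit was not always enough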
SDO1 yeast rescue – compounds rescuing growth of sdo1-depleted yeast, bone marrow failure model | S. cerevisiae sdo1-depleted JHY4D growth rescue, OD600 30 h; stronger effect = higher value; pdr5 snq2 efflux-pump mutant strain | z-score at 10 µM | 140,000 tested, 0.21% active | AID 817;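 active means z-score above 3 at both the 24 hr and the 30 hr optical density reads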;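 further: z-score against mean and SD of all compound wells on the same plate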
SDO1 yeast rescue Rescue 24 h – also measured in SDO1 yeast rescue; calls as there; z-score; S. cerevisiae sdo1-depleted JHY4D growth rescue, OD600; measured here: growth rescue at 24 h;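 0 is the plate mean of compound wells and units are plate SD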
* hit, by the source's call; i = inactive; . = not tested or not shown. Not all compounds are listed; the hit share may differ from the screen's.

The line under a structure holds: INS promoter inh, SDO1 yeast rescue, SDO1 yeast rescue Rescue 24 h
COc1ccc(/C=C2\C(=O)NCC(=O)N2Cc2ccccc2)cc1
    9, 0.67, 0.32
O=C(N1CCOCC1)N(Cc1cccs1)C1CCCC1
    ., 1.1, 1.6
CCOC(=O)c1c(-c2ccc(C)o2)csc1NC(=O)CSc1nnc(C)s1
    ., -1.1, -0.48
CS(=O)(=O)C1=NSC2=NC(=O)/C(=C\c3cccn3-c3ccc(Cl)cc3)C(=N)N21
    -8, 1.1, 1.4
CCCc1[nH]n(-c2nc3ccccc3s2)c(=O)c1C=NCCCN(CC)CC
    21, ., .
CC(C)(C)C(=O)NCC12C=CC(O1)C1C(=O)N(c3ccccc3)C(=O)C12 (stereo unspecified)
    6, 0.41, -0.05
CC(=O)Nc1ccc(NC(=O)CN(c2ccc(F)cc2)S(=O)(=O)c2ccc3c(c2)OCCO3)cc1
    19, -0.47, -0.48
Cc1c(C(N)=O)sc2nc(-c3ccccc3)cn12
    ., -0.03, -1.5
COc1ccc(CNS(=O)(=O)c2ccc(C3CNC(=O)C3)cc2)cc1 (stereo unspecified)
    29, -0.54, -0.99
NC(=O)CSc1nnnn1-c1ccc(OC(F)(F)F)cc1
    ., 0.2, 0.59
O=C(CN1CCN(c2ccccc2F)CC1)NC(=O)NCc1ccccc1
    -21, ., .
COc1ccccc1-c1cc(C(F)(F)F)nc(S(=O)(=O)CCCC(=O)N2CCOCC2)n1
    23, 0.02, 0.15
COc1cccc(C(=O)Oc2ccccc2/C=C\C(=O)c2cc3ccccc3o2)c1
    ., -0.96, -0.34
C=CCn1cn[nH]c1=S
    -24, ., .
O=C(CN1C(=O)c2ccc([N+](=O)[O-])cc2C1=O)NCc1ccco1
    5, ., .
Fc1ccc(CCNC(=S)Nc2ccc(F)cc2)cc1
    ., -0.02, 0.29
Cc1ccc(/C=N\NC(=O)c2cc(OCC(F)(F)F)ccc2OCC(F)(F)F)cc1
    ., 0.09, 1.7
O=C(NCc1cccs1)c1ccccc1F
    -15, -0.19, -1.1
CC(C)CC(C(=O)NCc1ccccn1)N1C(=O)c2ccccc2C1=O (stereo unspecified)
    17, 1, 0.66
Nc1nonc1-c1noc(CCCOc2ccc(Cl)cc2Cl)n1
    ., -0.13, 1.7
COc1cccc(C(C(=O)NC2CCCC2)N(Cc2ccco2)C(=O)c2ccco2)c1OC (stereo unspecified)
    -17, 0.33, 0.85
CS(=O)(=O)NCCOc1ccc(S(=O)(=O)N2CCCc3ccccc32)cc1
    -120, 0.37, -0.28
COc1ccc(/C=N/N=C2/NC(=O)C(CC(=O)O)S2)cc1OCc1ccc(Cl)cc1 (stereo unspecified)
    63, 0.31, -0.7
CCC(C)NS(=O)(=O)c1ccc(OCC(=O)Nc2ccc(F)cc2F)cc1 (stereo unspecified)
    -462, 0.11, -0.71
CCOC(=O)c1cc(NC(=O)Nc2cc(C)ccn2)c(C)nc1C
    9, ., .
CCN(CC(=O)NCCc1ccc(S(N)(=O)=O)cc1)Cc1nc2ccccc2c(=O)[nH]1
    -77, 1.6, -0.15
O=C(c1ccccc1)c1cc(F)c(N2CCOCC2)cc1Cl
    61, -0.83, -0.91
CCc1c(C(=O)c2ccc(Cl)cc2)oc2c(C)c3oc(=O)cc(C)c3cc12
    5, -1.9, -0.93
CCN(CC)S(=O)(=O)c1ccc(NC(=O)CN(c2ccc(OC)cc2OC)S(C)(=O)=O)cc1
    -133, -0.62, -1.1
CC(=O)Cc1nsc(NC(=O)c2ccc(F)cc2)n1
    -44, ., .

Further entries:
The line under a structure holds: INS promoter inh, SDO1 yeast rescue, SDO1 yeast rescue Rescue 24 h
O=C(Cc1cccs1)N1CCN(c2ccc(F)cc2)CC1
    -13, 1.1, 1.3
C=CCSc1nnc2c(n1)OC(c1ccco1)Nc1ccccc1-2 (stereo unspecified)
    17, 1.6, 1.4
COc1ccc(Cn2nnnc2C(c2ccc(C)cc2)N2CCN(C3CCCC3)CC2)cc1 (stereo unspecified)
    -23, 0.18, -0.43
COc1ccccc1N1CCN(C(CNS(=O)(=O)c2cc(F)ccc2F)c2cccnc2)CC1 (stereo unspecified)
    -71, 1.2, 1.3
Cc1ncsc1CCSc1nc2ccccc2c(=O)n1C
    22, -0.63, -0.83
O=C(O)c1ccc(N2C(=O)CC(Cc3ccccc3)C2=O)cc1 (stereo unspecified)
    -444, -0.08, -0.49
Cc1nnc(SCC(=O)NNC(=O)c2ccc(Br)cc2)n1C
    29, ., .
O=C(Cn1nc(-c2ccc3c(c2)OCCO3)ccc1=O)Nc1ccc(N2CCOCC2)cc1
    -15, 0.93, 0.77
COc1ccc(S(=O)(=O)N2CCN(c3nc4ccccc4nc3-n3nc(C)cc3C)CC2)cc1
    49, -1.4, -1.3
CC(CNc1ccccc1O)C(=O)O (stereo unspecified)
    10, 0.24, -0.02
COC(=O)[C@H](C)NC(=O)Nc1cccc(C)c1
    0, 0.7, 0.62
O=c1cc(CSc2nnc(-c3cccs3)n2Cc2ccccc2)nc2sc3ccccc3n12
    ., -0.22, 1.4
Cc1ccccc1-n1c(=O)cc(N2CCC3(CC2)OCCO3)[nH]c1=O
    0, -0.25, -0.84
CCCCC(CC)CNC(=O)/C=C/c1ccc(F)cc1 (stereo unspecified)
    -34, -0.79, 0.47
CCN(CC)S(=O)(=O)c1ccc(C)c(NC(=S)NNC(=O)C2CC2)c1
    -22, 0.42, 0.5
Cc1ccc(C(=O)NCCNc2ccc([N+](=O)[O-])cc2C(F)(F)F)cc1
    ., -0.68, -1.1
CCOC(=O)N1CCN(C(=O)CN(Cc2ccccc2)S(C)(=O)=O)CC1
    25, -0.09, -0.32
COc1ccc(-c2cn3c(n2)CCC3)cc1
    ., 0.52, 0.18
CCOC(=O)C1=C(CSc2nc(C)cc(C)c2C#N)OC(N)=C(C#N)C1c1ccccc1 (stereo unspecified)
    -3, 0.44, 3.4
CCc1cc(C(=O)N2CCOCC2)c(NC2=NS(=O)(=O)c3ccccc32)s1
    0, -0.93, -1.3
COc1ccccc1CN1CCNC(=O)C1CC(=O)O (stereo unspecified)
    -12, ., .
CCCC1=C(C(=O)OCC)C(/C=C/c2ccccc2)n2ncnc2N1 (stereo unspecified)
    -27, 0.29, 0.33
COc1ccc(NC(=O)CN(C)CC(=O)Nc2ccccc2SC)cc1
    ., 0.65, 0.43
Cc1ccc(NC(=O)C2CCCO2)cc1[N+](=O)[O-] (stereo unspecified)
    ., 0.74, 0.4
COc1cccc2cc(C(=O)Nc3cccnc3N3CCOCC3)c(=O)oc12
    30, 0.2, 0.32
COc1cccc(NC(=O)COc2ccc(S(=O)(=O)NC(C)C)cc2)c1
    0, 1.1, 1.6
COc1ccc(-c2nnn(CC(=O)N(CC(=O)NCCC(C)C)c3ccccc3)n2)cc1OC
    0, 0.59, 0.23
O=C(O)C1CC(=O)N(C2CCCCCC2)C1 (stereo unspecified)
    31, 1.3, 0.95
Cc1ccc(C(=O)Nc2nc(C)c(C(=O)Nc3ccc4c(c3)CCC4)s2)cc1
    7, -1.5, -1
CC(C)C12CN3CC(C(C)C)(CN(C1)C3(C)C)C2=O
    -12, ., .

Three compounds already listed, sorted by count of non-hydrogen atoms, low to high.
The line under a structure holds: INS promoter inh, SDO1 yeast rescue, SDO1 yeast rescue Rescue 24 h
CC(C)C12CN3CC(C(C)C)(CN(C1)C3(C)C)C2=O
    -12, ., .
COc1cccc2cc(C(=O)Nc3cccnc3N3CCOCC3)c(=O)oc12
    30, 0.2, 0.32
O=c1cc(CSc2nnc(-c3cccs3)n2Cc2ccccc2)nc2sc3ccccc3n12
    ., -0.22, 1.4

Nothing new here: an excerpt of the list.
The line under a structure holds: INS promoter inh, SDO1 yeast rescue, SDO1 yeast rescue Rescue 24 h
O=C(Cc1cccs1)N1CCN(c2ccc(F)cc2)CC1
    -13, 1.1, 1.3
C=CCSc1nnc2c(n1)OC(c1ccco1)Nc1ccccc1-2 (stereo unspecified)
    17, 1.6, 1.4
COc1ccc(Cn2nnnc2C(c2ccc(C)cc2)N2CCN(C3CCCC3)CC2)cc1 (stereo unspecified)
    -23, 0.18, -0.43

The main list resumes, starting two compounds before the break.
The line under a structure holds: INS promoter inh, SDO1 yeast rescue, SDO1 yeast rescue Rescue 24 h
Cc1ccc(C(=O)Nc2nc(C)c(C(=O)Nc3ccc4c(c3)CCC4)s2)cc1
    7, -1.5, -1
CC(C)C12CN3CC(C(C)C)(CN(C1)C3(C)C)C2=O
    -12, ., .
Cc1cccc(C)c1NC(=O)NC1CC2CCC(C1)N2Cc1cccs1 (stereo unspecified)
    -19, 1.3, 1
O=C(C[n+]1cccc(CNC(=O)c2ccc(OC(F)F)cc2)c1)Nc1ccccc1Cl
    ., 1.3, 0.94
CCOc1ccccc1C1C(C(=O)OC)=C(N)OC2=C1C(=O)CCC2 (stereo unspecified)
    ., 0.66, 0.66
Cc1ccc(CN(c2ccc(C(=O)NCc3ccccn3)cc2)S(C)(=O)=O)cc1
    ., 0.04, 0.12
CCN(CC)CCn1c(=N)n(CC(O)c2ccco2)c2ccccc21 (stereo unspecified)
    i, 0.04, -0.68
Cc1cc(-c2cccc([N+](=O)[O-])c2)nc2ccc3ccccc3c12
    -137, 0.38, 1.8
C/C(=N\NC(=O)CCCCCNC(=O)c1ccccc1)c1ccccc1O
    47, 1.2, 0.09
CCCN1C(=O)/C(=C/c2ccc(C)o2)SC1=Nc1ccc(OCC)cc1
    -17, -1.2, 0.63
CC(=O)Nc1ccc(S(=O)(=O)N2CCSC2c2ccc(Cl)cc2)cc1 (stereo unspecified)
    ., -0.66, 0.26
COc1ccc(N2CCN(c3nc(NC(C)(C)C)nc(N4CCCCC4)n3)CC2)cc1
    0, 0.75, 1.4
Cc1cc(C)c(NC(=S)N(CCCN2CCN(C)CC2)Cc2cccs2)c(C)c1
    7, ., .
COCCn1c(N2CCN(c3ccc(OC)cc3)CC2)nc2c1c(=O)n(C)c(=O)n2C
    ., 0.06, -0.41
CS(=O)(=O)Nc1ccc(C(=O)NCC2CCCO2)cc1 (stereo unspecified)
    -62, -0.47, -0.34
CCCCC(=O)OCC(=O)c1ccc(OCC)cc1
    -55, -0.58, -1.1
Cc1nn(C)cc1C1C2=C(CC(C)(C)CC2=O)N(c2ccccc2)C2=C1C(=O)CC(C)(C)C2
    49, -0.29, -0.42
Cc1ccc(C)n1-c1ccc(C(=O)Nc2ccccc2F)cc1
    -73, ., .
Cc1cccc(NC(=O)Cn2cnc3c(cnn3-c3ccc(F)cc3)c2=O)c1C
    -86, -2.7, -1.8
CCC(NC(=O)c1ccccc1NC(=O)c1ccc(C)cc1)C(=O)O (stereo unspecified)
    19, 1.2, 1
COc1ccc(C(=O)Nc2cc3c(cc2Cl)OCCCO3)cc1
    -34, 2, 2
CCOc1ccccc1N(CC(=O)O)S(=O)(=O)c1ccccc1
    46, 0.57, -0.37
Cn1c(CNC(=O)C(C)(C)C)nc2ccccc21
    ., 1.2, 0.68
COc1ccccc1N1CCN(CCCOc2ccc(F)cc2)CC1
    -29, 0.2, -0.76
CCOC(=O)c1cc2sccc2n1CC(=O)c1ccc2c(c1)OCCO2
    ., -0.69, -1.1
C/C(=N\NC(=O)COc1ccccc1)c1cccs1
    -31, 0.55, 0.35
CCOc1cc(C#N)c(NC(=O)CSc2nnnn2-c2ccc(OC)cc2)cc1OCC
    ., -0.74, -0.24
COc1ccc(N(CC(=O)N2CCCC(C)C2)S(=O)(=O)c2c(C)nn(C)c2C)cc1 (stereo unspecified)
    ., 0.19, 0.27
CN=c1scc(-c2ccco2)n1/N=C/c1ccc(O)c(O)c1
    -25, ., .
O=C(Cc1cccc2ccccc12)NC(NC(=S)Nc1ccccc1Cl)C(Cl)(Cl)Cl (stereo unspecified)
    ., 0.75, 0.5
O=C(CSc1ccc2nnc(-c3ccncc3)n2n1)Nc1ccc2c(c1)OCCO2
    ., 1.2, 0.55
Cc1ccc(Cn2ncc3c(N4CCN(c5ccccc5C)CC4)ncnc32)cc1
    19, -0.08, -0.32

An excerpt of these results, as a markdown table:
| structure | INS promoter inh | SDO1 yeast rescue | SDO1 yeast rescue Rescue 24 h |
| --- | --- | --- | --- |
| CCOC(=O)c1cc2sccc2n1CC(=O)c1ccc2c(c1)OCCO2 | . | -0.69 | -1.1 |
| C/C(=N\NC(=O)COc1ccccc1)c1cccs1 | -31 | 0.55 | 0.35 |

Next section:
The line under a structure holds: INS promoter inh, SDO1 yeast rescue, SDO1 yeast rescue Rescue 24 h
CCOC(=O)Cc1c(C)nc2c(-c3ccccc3)c(C)nn2c1C
    54, -1, -0.96
COc1ccc(NC(=O)C(C)Sc2ccccc2)cc1 (stereo unspecified)
    -8, 0.66, 0.17
Cc1ccccc1OCC(=O)NCC(=O)OCC(=O)c1ccc2ccccc2c1
    3, 0.16, -0.24
COc1cccc(C2(c3cccc(OC)c3)CC2C(=O)Nc2ccccc2Cl)c1 (stereo unspecified)
    ., 0.27, 0.63
CCCCCC(=O)N(CN1C(=O)CCC1=O)c1ccccc1
    -10, 0.06, -0.11
O=C1C2C(C(=O)N1CC1CCCO1)C1C=CC2C12CC2 (stereo unspecified)
    4, 0.78, -0.52
COc1ccccc1NC(=O)c1oc2ccc(C)cc2c1C
    6, -0.91, -0.95
Cc1cc(S(=O)(=O)NC2CCCCC2)ccc1OCC(=O)NCc1cccnc1
    -30, -0.09, -0.47
CC1(C)Cc2nc3sc4c(=O)[nH]cnc4c3cc2CS1
    0, 0.08, 0.14
CSc1c(-c2ccccc2)nc2ccccc2c1C(=O)O
    -21, 1.1, 0.2
CCCCCOc1ccc(Br)cc1CSC(=N)N
    0, -0.72, 0.08
Cc1ccc(NC2=NCC(=O)N2Cc2cccs2)cc1C
    -35, ., .
Cc1nc(N2CCN(C(=O)COc3ccccc3)CC2)c2c(C)c(C)sc2n1
    -14, 0.17, -0.47
CCOC(=O)CSc1nc2c(sc3ccccc32)c(=O)n1CCCN1CCOCC1
    3, -0.76, -0.03
NCc1oc(-c2ccccc2)cc1C(=O)O
    64, ., .
